tim23-1 inh: growth inhibitors of tim23-1 mutant yeast. 330,000 compounds, 1.3% hits. inhibition, % at 20 µM. S. cerevisiae tim23-1 growth, BacTiter-Glo luminescence, 24 h;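 active = growth inhibition of the mutant yeast at or above 50%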;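 also: temperature-sensitive mutant grown at 25 °C; plate controls were DMSO-treated mutant yeast for no effect and medium wells lacking yeast for full effect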
APJ antagonist: blocks the human apelin receptor APJ; P35414; CHO-K1 APJ beta-arrestin complementation, luminescence; inhibition, % at 20 µM; 330,000 compounds, 0.32% hits; AID 2521;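 active = inhibition above about 40% at 20 µM, limit read from the data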;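 also: cells challenged with 10 nM apelin-13 agonist together with compound; plate controls were apelin-13 plus DMSO wells for no effect and DMSO wells lacking apelin-13 for full effect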
Target sequence (P35414 whole entry, looked up): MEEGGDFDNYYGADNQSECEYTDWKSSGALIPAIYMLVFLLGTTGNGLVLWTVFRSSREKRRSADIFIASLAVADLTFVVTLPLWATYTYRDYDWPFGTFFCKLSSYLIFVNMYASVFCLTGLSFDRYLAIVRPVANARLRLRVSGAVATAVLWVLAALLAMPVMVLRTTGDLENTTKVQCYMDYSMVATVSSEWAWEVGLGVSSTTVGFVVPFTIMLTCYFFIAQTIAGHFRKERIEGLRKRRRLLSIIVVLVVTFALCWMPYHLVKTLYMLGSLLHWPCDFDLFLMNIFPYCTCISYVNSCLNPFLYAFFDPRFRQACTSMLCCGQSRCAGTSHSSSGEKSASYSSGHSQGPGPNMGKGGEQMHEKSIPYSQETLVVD
XBP1 UPR activ: activators of adaptive arm of unfolded protein response (XBP1). CHO-XBP1 luciferase reporter, IRE1-XBP1 UPR activation, luminescence; percent of tunicamycin response, DMSO as zero. activation, % at 20 µM. 330,000 compounds, 0.33% hits;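 active = versus positive control, 20 µM dose yields 30% or more activation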;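 also: 100% = tunicamycin at 10 µg/mL and 0% = DMSO only wells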
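assay system = CHO-XBP1 luciferase reporter cells | amount = 1000 cells/well | buffer or medium = F12 plus 10% FBS | compound dosing = single point, 20 µM final compound, 1% DMSO | incubation = 16-18 h cell attachment at 37 °C, then 6 h compound exposure | detection = Steady-Glo luminescence read | controls = tunicamycin 10 µg/mL and vehicle-only wells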
697 NFkB inh: inhibitors of the PMA/ionomycin-induced NF-kB reporter in 697 B cells; 697 B-cell NF-kB luciferase reporter, 16 h; inhibition, % at 4 µM; 330,000 compounds, 0.33% hits; AID 435022; in the data active = inhibition above about 35%
Jurkat NFkB inh: lowers PMA/ionomycin-induced NF-kB signal in Jurkat cells. inhibition, % at 4 µM. AID 435003. PMA/ionomycin-induced NF-kB luciferase reporter, luminescence. 330,000 compounds, 0.53% hits; in the data active = inhibition above about 50%
Mdm2 MdmX PPI: inhibitors of human Mdm2/MdmX interaction; O15151+Q00987; SaOS-2 split-luciferase Mdm2/MdmX complementation, luminescence; inhibition, % at 8 µM; 330,000 compounds, 3% hits; AID 485346;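 active = inhibition of at least 50% at 8 µM in the primary screen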
APJ agonist: agonists of human APJ apelin receptor; CHO-K1 APJ PathHunter beta-arrestin, luminescence; 0% DMSO wells, 100% apelin; activation, % at 20 µM; 330,000 compounds, 0.11% hits; AID 2520;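 active = activation more than six SD over the plate average, tested at 20 µM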;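 also: 0% = DMSO alone and 100% = apelin-13 at 10 nM; some results filed as inactive read as strong as hits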
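Material: engineered CHO-K1 APJ arrestin reporter cells; amount: 1000 CHO-K1 reporter cells seeded per well; incubation: compound stimulation 90 min at 25 °C, detection 60 min; signal: luminescent beta-gal fragment complementation, chemiluminescent substrate; read-out basis: APJ agonist activity; controls: DMSO-only wells as negative, 10 nM Apelin-13 as positive control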
UPR CHOP act: apoptotic UPR (CHOP) activation. 330,000 compounds, 0.34% hits. CHO-CHOP luciferase reporter, luminescence; percent of tunicamycin response over DMSO baseline. AID 449763. activation, % at 10 µM;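 active = at 10 µM dose, activation of 40% or more, normalized to positive control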;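 also: 100% = tunicamycin at 10 µg/mL and 0% = DMSO alone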
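System: CHO-CHOP luciferase reporter cell line; amount: 500 cells/well; buffer or medium: F12 medium containing 10% fetal bovine serum; incubation: 6 h compound exposure at 37 °C after overnight seeding; measured by: luciferase luminescence after 10 min with Steady-Glo reagent; evaluation: % reporter activation, DMSO baseline versus tunicamycin full activation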
An asterisk follows results filed as active.

Order of values: tim23-1 inh	APJ antagonist	XBP1 UPR activ	697 NFkB inh	Jurkat NFkB inh	Mdm2 MdmX PPI	APJ agonist	UPR CHOP act
1. Cc1ccc(C=NCc2ccncc2)c(O)c1
→ 2	6	-5	-2	-2	25	-4	-1.8
2. Cc1cc2c(Nc3cccc(O)c3)ncnc2s1
→ 5	-3	0	-3	-8	24	-3	1.8
3. CC(=O)O[C@H]1[C@@H](O)[C@H](O)[C@H](Oc2c(O)c(C)c3c4c2[C@@H](C)CC[C@@H]4[C@@H](C)C[C@H]3C=C(C)C)O[C@H]1C
→ 46	-4	47*	-12	17	90*	-1	5.3
4. Cc1nc(C)c(C(=O)NCc2ccc(Cl)cc2)o1
→ 10	17	-2	-4	4	7	1	-2.1
5. CCc1ccc(C2CC(c3ccco3)=NN2S(C)(=O)=O)cc1 (configuration not stated)
→ 20	-37	-7	-216	-118	-148	3	-1.9
6. O=C(Nc1ccc(N2CCN(c3ncccc3C(F)(F)F)CC2)nc1)c1cccs1
→ 67*	-16	1	-35	-6	65*	17	6.2
7. CCOC(=O)CCCCCC(=O)Nc1ccc2c(c1)C(=O)N([C@H](C)CO)C[C@@H](C)[C@H](CN(C)S(=O)(=O)c1cn(C)cn1)O2
→ -9	0	-2	14	-1	-11	0	0.5
8. COc1ccccc1CNC(=O)c1ccc2nc(N3CCOCC3)sc2c1
→ 7	-6	1	-1	-13	9	-3	0.9
9. CN(CC(=O)Nc1ccc(F)cc1)CC(=O)N1CCCCC1
→ 11	12	-1	-17	-11	-4	-1	0.6
10. Cc1c(NC(=O)c2cccc(NC(=O)Cc3ccc(F)cc3)c2)c(=O)n(-c2ccccc2)n1C
→ -3	9	0	-8	-3	-24	-5	1.6
11. COc1ccccc1CNC(=O)C1CCN(S(=O)(=O)c2cccc3cccnc23)CC1
→ 5	10	-3	14	10	-17	3	2.6
12. O=C(CSc1nnc2c(Cl)cc(Cl)cn12)NC1CCS(=O)(=O)C1 (configuration not stated)
→ -3	20	6	14	-12	14	-3	-3.6
13. O=C(NCc1ccccc1)C1=C[C@@H](c2ccc(C(F)(F)F)cc2)C[C@@H](OCc2ccc(CO)cc2)O1
→ -21	16	-3	-1	9	26	-4	2.3
14. O=C(O)COc1ccccc1/C=N/NC(=O)c1cc(-c2ccccc2)nc2ccccc12
→ 20	6	-3	8	-1	12	-2	-0.2
15. CCN(CC)C(=O)Cn1cc(C(=O)C(=O)N2CCN(c3ccc(OC)cc3)CC2)c2ccccc21
→ -1	-26	-2	11	4	0	-2	-0.2
16. Cc1cccc(NC(=O)CCC2CCN(Cc3nccs3)CC2)c1
→ 3	11	-5	-8	-6	-7	-4	4.3
17. CCOc1ccc(C(=O)COC(=O)c2nn(CC)c(=O)c3ccccc23)cc1
→ 25	17	0	6	-2	-6	-3	0.7
18. O=C(c1cnn(C(=O)c2ccco2)c1)c1cc(F)ccc1O
→ 39	-14	-2	-3	1	29	-3	-0.4
19. O=C(CNC(=O)c1ccccc1)OCc1nnc(-c2ccccc2)o1
→ 5	-3	-2	4	-7	0	0	1.8
20. Cc1ccc(S(=O)(=O)N2CCN(c3ccnc4cc(Cl)ccc34)CC2)cc1
→ 40	1	-2	-1	19	27	-2	-0.7

(cont.)
Order of values: tim23-1 inh	APJ antagonist	XBP1 UPR activ	697 NFkB inh	Jurkat NFkB inh	Mdm2 MdmX PPI	APJ agonist	UPR CHOP act
21. CCOCCOc1nc(C)cc(C)c1S(=O)(=O)c1ccccc1C
→ 34	19	3	-29	-8	-18	-2	1.1
22. Cc1ccc(-c2nnc(CN3CCN(C)CC3)o2)cc1
→ 7	-8	-1	4	-23	-19	-4	-1.1
23. Cc1c(C(=O)Nc2cccnc2)oc2ccc(Br)cc12
→ 42	3	7	4	-48	-59	-2	7.1
24. O=C(CN1CCCC1c1cccs1)Nc1cc(S(=O)(=O)N2CCCC2)ccc1Cl (configuration not stated)
→ 33	12	-1	-21	6	30	-9	0.3
25. Cc1[nH]nc(C(F)(F)F)c1CCC(=O)NC1CCCCCC1
→ 14	-11	1	4	0	33	-2	-2.4
26. O=C(Nc1nnc(C(F)(F)F)s1)C1COc2ccccc2O1 (configuration not stated)
→ 8	-16	-1	-14	4	-4	5	1.3
27. CC1CCC(NC(=O)c2ccc(NS(=O)(=O)c3ccc4[nH]c(=O)[nH]c4c3)cc2)CC1 (configuration not stated)
→ -4	-51	-2	-18	-21	11	6	6.1
28. CC(=O)Cc1nsc(NC(=O)c2ccccc2Cl)n1
→ 38	7	3	-5	11	-4	-2	1.0
29. CC1Cc2nc(SCC(=O)N3CCOCC3)n(-c3ccccc3)c(=O)c2S1 (configuration not stated)
→ 4	11	0	20	7	18	-2	-0.4
30. CN(C(=O)c1cccn(Cc2ccccc2)c1=O)c1ccccc1
→ 7	-27	-1	14	23	-4	-2	-0.4
31. COCCCNC(=S)Nc1ccc2nc(N3CCOCC3)cc(C)c2c1
→ 14	2	2	-12	1	-4	0	1.9
32. CNC(=O)Nc1ccccc1NC(=O)NC
→ 22	1	-1	-2	10	15	-3	0.8
33. Cc1nc(Nc2ccc3c(c2)OCO3)c2oc3ccccc3c2n1
→ 28	12	9	2	-19	6	-1	2.3
34. CCCCCCN1C=CC=C/C1=C/C=C(C#N)C#N
→ 22	11	0	-15	-14	2	1	-0.7
35. CSc1nc(N(C)CCO)c2sc3nc(-c4ccco4)c4c(c3c2n1)CCC4
→ -5	1	0	-60	-26	15	-3	-0.5
36. CCc1ccccc1NC(=O)c1cccc(Oc2ccc([N+](=O)[O-])cc2Cl)c1
→ -60	-7	-1	8	6	28	-3	-4.0
37. CC1CCC2C(=O)N(c3ccccc3OC(=O)c3ccccc3)C(=O)C2C1 (configuration not stated)
→ 35	9	0	-8	7	8	-2	1.9
38. COc1cccc(-c2sc3ccc(OC)cc3c2-c2ccc(C(N)=O)cc2)c1
→ 8	-8	0	-8	-16	-1	-2	2.9
39. O=c1[nH]c(C2CCN(S(=O)(=O)c3ccc4c(c3)OCCO4)CC2)nc2c1nnn2Cc1c(F)cccc1Cl
→ 12	-4	-2	-20	2	56*	2	1.0
40. CC(=O)c1c(C)[nH]c(C(=O)COC(=O)c2ccc(C)s2)c1C
→ 5	2	-1	-13	0	-30	-3	2.3

(further entries)
Order of values: tim23-1 inh	APJ antagonist	XBP1 UPR activ	697 NFkB inh	Jurkat NFkB inh	Mdm2 MdmX PPI	APJ agonist	UPR CHOP act
41. O=C(Nc1ccc(OCC(F)(F)C(F)F)cc1)c1ccncc1
→ 4	-7	1	-29	5	-4	2	-1.8
42. Cc1cc(C)cc(OCC(=O)N/N=C/c2ccccn2)c1
→ -17	-3	1	-3	6	15	-7	2.8
43. Cc1ccc(C2=CC(=O)C[C@H](c3ccc(F)cc3)C2)cc1
→ 44	9	4	-1	-6	-2	-3	0.8
44. CN(C)c1ccc(NC(=O)Oc2ccccc2)cc1
→ 9	9	2	-67	-58	-20	1	8.1
45. COc1ccc(C(CC(=O)O)NC(=O)c2ccco2)cc1OC (configuration not stated)
→ 8	14	0	15	-4	23	-1	-0.2
46. O=C(COC(=O)CN1C(=O)C2CC=CCC2C1=O)Nc1cc(C(F)(F)F)ccc1N1CCOCC1 (configuration not stated)
→ 3	-10	2	-18	-9	14	-6	-0.5
47. COCCN(Cc1ccccc1)C(=O)c1ccc(C(=O)c2ccccc2)cc1
→ 22	4	-1	7	-13	-10	-2	0.2
48. CCC(=O)N1CCc2cc(S(=O)(=O)NC(C(=O)Nc3cccc(C)n3)C(C)C)ccc21 (configuration not stated)
→ 7	-9	-2	9	6	-25	-1	-0.7
49. CCCCCCCCc1nnc(N)s1
→ 17	8	2	-9	7	18	-2	1.8
50. O=C(COc1ccccc1F)NNC(=O)c1ccc(F)c(S(=O)(=O)N2CCOCC2)c1
→ -3	3	-1	1	0	19	-6	-0.9
51. Cc1ccc(C(=O)c2coc3ccc(O)c(Cl)c23)cc1
→ 50	1	2	-55	-42	-50	-5	4.8
52. Cc1noc(C)c1S(=O)(=O)Nc1ccc2c(c1)C(=O)N([C@H](C)CO)C[C@H](C)[C@@H](CN(C)C(=O)Nc1ccccc1)O2
→ -5	0	0	11	5	3	-3	0.3
53. CCc1ccc(-c2csc(NC(=O)Oc3ccccc3)n2)cc1
→ -4	-11	3	-73	-49	-50	-4	4.9
54. Cc1cccc(NC2(C(F)(F)F)N=C(c3ccccc3)NC2=O)n1 (configuration not stated)
→ 6	11	0	18	3	9	-2	3.3

Among those listed so far, 6 contain a thiophene ring, fused or not.
Order of values: tim23-1 inh	APJ antagonist	XBP1 UPR activ	697 NFkB inh	Jurkat NFkB inh	Mdm2 MdmX PPI	APJ agonist	UPR CHOP act
2. Cc1cc2c(Nc3cccc(O)c3)ncnc2s1
→ 5	-3	0	-3	-8	24	-3	1.8
6. O=C(Nc1ccc(N2CCN(c3ncccc3C(F)(F)F)CC2)nc1)c1cccs1
→ 67*	-16	1	-35	-6	65*	17	6.2
24. O=C(CN1CCCC1c1cccs1)Nc1cc(S(=O)(=O)N2CCCC2)ccc1Cl (configuration not stated)
→ 33	12	-1	-21	6	30	-9	0.3
35. CSc1nc(N(C)CCO)c2sc3nc(-c4ccco4)c4c(c3c2n1)CCC4
→ -5	1	0	-60	-26	15	-3	-0.5
38. COc1cccc(-c2sc3ccc(OC)cc3c2-c2ccc(C(N)=O)cc2)c1
→ 8	-8	0	-8	-16	-1	-2	2.9
40. CC(=O)c1c(C)[nH]c(C(=O)COC(=O)c2ccc(C)s2)c1C
→ 5	2	-1	-13	0	-30	-3	2.3

From PubChem
